CHRM5 PAM: potentiates acetylcholine response at human M5 receptor; P08912; CHO-K1 hM5, Fluo-8 calcium, ACh EC20 PAM; 0% = ACh EC20, 100% = ACh EC100; activation, % at 3 µM; 360,000 compounds, 0.3% hits;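 active = activation above the run cutoff, the mean activation of all test compounds plus 3 SD, cut at about 18% in these data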
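Assay system: CHO-K1 hM5 cells / Incubation: Fluo-8 loading 80 min at 37 °C plus 30 min room temperature / Technique: Fluo-8 calcium dye fluorescence, kinetic read / Repeats: single replicate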
CHRM1 antagonist: antagonists of human M1 muscarinic receptor | AID 588852 | P11229 | CHO-K1 hM1, Fluo-8 calcium fluorescence, ACh EC80 antagonist | 360,000 compounds, 1.3% hits | inhibition, % at 3 µM;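 active = percent inhibition above its own plate's cutoff, namely the mean of that plate's compound wells plus 3 SD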;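 note: peak over basal fluorescence ratio during 140 s after agonist addition; 0% = ACh EC80 plus DMSO and 100% = DMSO alone without agonist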
Target sequence (P11229 whole entry, looked up): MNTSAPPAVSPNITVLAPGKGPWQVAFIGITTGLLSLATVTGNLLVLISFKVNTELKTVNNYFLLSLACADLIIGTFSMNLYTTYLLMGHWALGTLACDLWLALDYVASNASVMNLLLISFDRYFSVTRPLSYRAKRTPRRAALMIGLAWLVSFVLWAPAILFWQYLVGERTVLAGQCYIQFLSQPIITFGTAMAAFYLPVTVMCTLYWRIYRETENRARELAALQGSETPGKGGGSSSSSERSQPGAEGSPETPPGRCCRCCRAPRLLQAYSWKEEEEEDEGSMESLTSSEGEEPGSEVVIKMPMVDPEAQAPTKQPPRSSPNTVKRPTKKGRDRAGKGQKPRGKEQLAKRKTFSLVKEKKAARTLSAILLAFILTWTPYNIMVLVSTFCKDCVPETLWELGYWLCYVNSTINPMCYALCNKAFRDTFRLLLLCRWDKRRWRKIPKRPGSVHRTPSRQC
CHRM5 antagonist: CHRM5 antagonism in calcium assay. inhibition, % at 3 µM. 360,000 compounds, 0.59% hits. CHO-hM5 cells, Fluo-8 calcium fluorescence, ACh EC80. P08912;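 active = inhibition above a per-plate cutoff, the mean of that plate's test compounds plus 3 SD, cut at about 27% in these data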;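 note: 0% = acetylcholine EC80 with DMSO and 100% = DMSO without agonist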
CHRM4 antagonist: antagonists of human muscarinic M4 receptor (CHRM4). inhibition, % at 3 µM. 360,000 compounds, 0.73% hits. P08173. CHO-hM4 cells, ACh EC80, Fluo-8 calcium fluorescence;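 active = inhibition above its plate's cutoff, the mean inhibition of sample wells plus 3 SD, cut at about 27% in these data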;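 note: 0% = acetylcholine EC80 with DMSO and 100% = DMSO without agonist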
Target sequence (P08173 whole entry, looked up): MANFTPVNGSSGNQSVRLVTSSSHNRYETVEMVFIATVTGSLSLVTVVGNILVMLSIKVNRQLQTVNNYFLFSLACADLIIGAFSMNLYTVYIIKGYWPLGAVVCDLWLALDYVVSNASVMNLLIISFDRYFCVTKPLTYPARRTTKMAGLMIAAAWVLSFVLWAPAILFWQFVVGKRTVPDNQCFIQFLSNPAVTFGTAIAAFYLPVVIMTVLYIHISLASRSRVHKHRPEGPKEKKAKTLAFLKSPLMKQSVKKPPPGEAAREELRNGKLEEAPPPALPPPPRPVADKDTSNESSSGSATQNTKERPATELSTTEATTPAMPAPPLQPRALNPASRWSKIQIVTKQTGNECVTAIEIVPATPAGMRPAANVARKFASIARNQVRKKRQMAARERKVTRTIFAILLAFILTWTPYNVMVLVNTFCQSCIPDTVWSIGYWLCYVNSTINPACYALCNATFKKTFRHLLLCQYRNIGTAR
M4 ag: CHRM4 agonism in calcium assay; P08173; CHO-K1 hM4/Gqi5, Fluo-8 calcium fluorescence; vehicle 0%, full acetylcholine response 100%; activation, % at 3 µM; 360,000 compounds, 0.14% hits;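 active = activation above the run mean over all test wells plus 3 SD, cut at about 32% in these data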;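 note: peak over basal fluorescence ratio per well then scaled between controls; 0% = DMSO wells and 100% = acetylcholine at EC100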
M1 ag: human M1 muscarinic receptor agonism; CHO-K1 hM1, Fluo-8 calcium fluorescence, agonist mode; 0% DMSO, 100% acetylcholine EC100; activation, % at 3 µM; 360,000 compounds, 0.33% hits;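 active = activation above the run's mean compound activation plus 3 SD, cut at about 16% in these data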;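 note: peak over basal fluorescence ratio within a 140 s kinetic read after compound addition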
CHRM1 PAM: positive allosteric modulators of human M1 muscarinic receptor | P11229 | CHO-K1 hM1, Fluo-8 calcium fluorescence, ACh EC20; 0% = ACh EC20, 100% = maximal ACh | activation, % at 3 µM | 360,000 compounds, 0.088% hits; in the data active = activation above about 19%, passing the limit was not always enough
TAAR1 agonist: human TAAR1 agonism; activation, % at 3 µM; CHO RD-HGA16 TAAR1, Fluo-8 calcium fluorescence; vehicle wells 0%, saturating PEA agonist 100%; 360,000 compounds, 0.99% hits; AID 624467;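 active = activation above the mean activation of all test compounds in the run plus 3 SD, cut at about 38% in these data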
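System: CHO-derived RD-HGA16 cells with stable Gα16 and human TAAR1. Times: 17-24 h plating, Fluo-8 75 min 37 °C, 30 min RT. Measured by: calcium-sensitive Fluo-8 signal, excitation 470-495, emission 515-575 nm. Read-out basis: % activation relative to PEA EC100 response. Control set: DMSO and PEA EC100. Repeats: no replicates (n 1).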
CHRM5 agonist: CHRM5 agonism in calcium assay. activation, % at 3 µM. AID 624037. CHO-K1 hM5 cells, Fluo-8 calcium fluorescence; 0% DMSO wells, 100% maximal acetylcholine response. P08912. 360,000 compounds, 0.19% hits;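 active = activation above the run's mean over test compounds plus 3 SD, cut at about 23% in these data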;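 note: signal is peak over basal fluorescence ratio across the kinetic read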
* marks the source's active call; other numbers are inactive results; . = no result given.

Compound,M4 ag,CHRM1 antagonist,CHRM5 agonist,CHRM5 PAM,CHRM5 antagonist,TAAR1 agonist,CHRM1 PAM,M1 ag,CHRM4 antagonist
CO/N=C\Cc1oc(=O)c(NC(=O)c2ccccc2)cc1C(=O)OC,1,-7,-1,0,5,13,3,-3,5
Cc1c(OCC(=O)NCC2CCC(C(=O)NCCCO)CC2)ccc2c(-c3ccccc3)cc(=O)oc12 (centres undefined),1,1,-4,-6,7,-1,-6,-3,8
Cc1noc(C)c1COC(=O)c1csc2c1CCCC2,-1,1,-8,-10,4,1,-4,-7,-4
CC1(C(=O)NC2CCCCCC2)CCN1C(=O)C1(c2ccccc2)CC1 (centres undefined),1,-7,-2,0,3,-1,3,-8,-7
COC(=O)c1ccc(OCC(O)CN2CCOCC2)cc1 (centres undefined),1,-13,-12,-1,-5,0,5,-8,-10
O=C(CCc1c[nH]c2ccccc12)OCc1cccc(C(F)(F)F)c1,-1,-14,-4,-5,15,-1,10,-3,-2
O=C(Cc1ccsc1)NCC(=O)Nc1ccc(F)c(F)c1,2,-14,0,-1,6,0,10,-2,5
COc1ccc(-c2cc(C(F)(F)F)nc(SCC(=O)Nc3cc(C)on3)n2)cc1,0,-9,3,3,-5,1,7,0,0
Cc1ccc(/C=N/n2c(C3CCCCC3)n[nH]c2=S)cc1,0,9,-2,-5,8,8,-4,-5,-3
O=C(CCCn1c(=S)[nH]c2ccsc2c1=O)Nc1ccc2c(c1)OCO2,2,-1,-1,-4,5,-1,4,-4,1
COc1ccc(C(=O)NC(=O)COC(=O)CCS(=O)(=O)c2ccc(C)cc2)cc1,0,-10,1,4,0,0,11,-3,-3
Cc1cc(C)nc(SCC(=O)N2CCCCC2)n1,1,1,1,-4,7,2,1,-2,3
CCCCC(=O)N(Cc1ccc(F)cc1)C1CCS(=O)(=O)C1 (centres undefined),1,-20,-3,-7,22,1,12,-2,4
O=C(Cc1csc2ccccc12)NCC1CC1,1,-2,-2,-4,5,0,5,-5,-5
CCOc1ccc(C(O)Cc2nc3ccccc3n2C)cc1 (centres undefined),-1,-5,-2,3,-10,8,6,-6,1
Cc1ccc2c(C)c(C(=O)N3CCN(c4ccncc4)CC3)oc2c1C,2,-14,-7,-6,8,2,4,-7,-1

Grouped by structure, the compounds so far with a CF3 group.
Compound,M4 ag,CHRM1 antagonist,CHRM5 agonist,CHRM5 PAM,CHRM5 antagonist,TAAR1 agonist,CHRM1 PAM,M1 ag,CHRM4 antagonist
O=C(CCc1c[nH]c2ccccc12)OCc1cccc(C(F)(F)F)c1,-1,-14,-4,-5,15,-1,10,-3,-2
COc1ccc(-c2cc(C(F)(F)F)nc(SCC(=O)Nc3cc(C)on3)n2)cc1,0,-9,3,3,-5,1,7,0,0

Next section.
Compound,M4 ag,CHRM1 antagonist,CHRM5 agonist,CHRM5 PAM,CHRM5 antagonist,TAAR1 agonist,CHRM1 PAM,M1 ag,CHRM4 antagonist
COCC(=O)N[C@@H]1c2ccccc2CC[C@@H]1OCc1ccccc1,0,-11,0,0,-5,0,6,-2,-14
O=C(O)CN1C(=O)Nc2ccc(Br)cc2C1c1ccccc1 (centres undefined),0,12,0,4,0,-2,-5,-2,2
O=C1[C@H]2CC3C=CC2(O3)[C@@H]2OCCCN12 (some centres undefined),0,-2,2,-1,12,11,9,-2,7
O=C(CCCn1c(=S)[nH]c2ccccc2c1=O)N1CCCCC1,3,0,-1,-6,3,10,-2,-7,5
COc1ccc(CN2CCNC(=O)C2CC(=O)NC2CCCC2)cc1OC (centres undefined),0,-7,1,3,-13,2,4,-3,-25
Cc1ccc(NC(=O)CN(C)C(=O)CCOc2cccc(C)c2)cc1,0,2,0,-5,7,0,-3,-5,2
CCCC(C)n1[nH]c(=O)c2c(C)cc(C)nc21 (centres undefined),0,-31,-4,5,-2,3,6,-4,10
Cc1ccc(S(=O)(=O)/N=C(/NC(=S)Nc2ccccc2)c2ccccc2)cc1,0,-23,-5,1,-7,1,0,-3,-7
CC1(C)CC(CC(=O)O)(c2ccccc2)CCO1 (centres undefined),1,-7,3,6,-4,1,6,1,2
C#CC(=O)N(c1cc(OC)ccc1OC)C(C(=O)NC1CCCC1)c1cccs1 (centres undefined),0,-12,-1,6,2,.,14,-8,10
Cc1ccc(C)c(OCc2nc(-c3cccnc3)no2)c1,3,-19,-3,-10,6,1,-3,-1,-4
O=C(C[C@H]1C(=O)N(Cc2ccccc2)C[C@@H]1c1ccc(Br)cc1)Nc1ccc(Br)cc1,0,-1,-1,0,-1,-1,-1,-5,-14
Cc1cc(C)c(S(C)(=O)=O)c(N(C)NC(=O)c2c(F)cccc2F)n1,0,-6,0,2,-7,0,10,-7,2
Clc1ccccc1-c1nnc2sc(-c3ccccn3)nn12,0,-7,-5,0,2,6,8,-6,4
Cc1cc(OCC(=O)NCCN2CCOCC2)cc(C)c1Cl,2,-8,-1,10,9,0,13,-1,2
COc1ccc(NS(=O)(=O)c2cc(NC(=O)c3ccc(=O)[nH]c3)ccc2N2CCOCC2)cc1,1,2,-1,-1,4,4,-10,-11,3
COc1ccccc1OCCCn1cc(C#N)c2ccccc21,5,-19,-7,-9,4,9,-5,-6,8
Cc1cc(C)cc(C(=O)NC(CC(N)=O)c2ccc(NC3CCCCCCC3)c([N+](=O)[O-])c2)c1 (centres undefined),1,-11,1,5,3,0,8,-2,-10
CCOC(=O)c1sc(NC(=O)C2CC(=O)N(c3ccccc3C)C2)nc1C (centres undefined),5,4,0,-4,2,10,0,-5,5
CC(C)Oc1ccc(C2CCC(=O)NC2=O)cc1 (centres undefined),1,2,-3,-8,-1,10,9,-10,-7
CC(=O)NC(Cc1c[nH]c2ccccc12)C(=O)N1CCc2ccccc2C1 (centres undefined),2,-26,-4,6,1,11,3,-5,0
Cc1nc(SCC(=O)N(C)C2CCS(=O)(=O)C2)c2ccccc2n1 (centres undefined),1,-16,2,-3,7,6,19,-2,-10
CCOc1ccc(NC(=O)CN(C)C(=O)c2ccc(C)o2)cc1OCC,1,-9,0,-1,-3,2,6,-3,8
O=C(CN1CCN(c2ccccc2O)CC1)Nc1ccc2c(c1)CCC2,1,-1,-1,0,-1,2,4,3,-3
Cc1cc(C)n(C2CC(=O)N(c3ccc(Cl)c(Cl)c3)C2=O)n1 (centres undefined),0,4,6,12,-6,0,-3,-4,7
CC1(C)NC(=O)N(CC(=O)Nc2nc(-c3ccc(F)cc3)cs2)C1=O,14,-1,5,-9,3,9,-6,1,-10
COc1ccc(-n2ccc3ccccc32)cc1,-2,-12,-4,0,6,-2,7,-5,5
COc1cc(NC(=O)COc2ccc(Cl)cc2)ccc1NC(=O)C(C)C,1,5,1,-8,0,.,-3,-3,-1
O=C(CN1C(=O)NC2(CCCC2)C1=O)Nc1ccc(F)cc1,1,-13,0,-4,3,15,9,-3,42*
COc1ccc2cc3c(N)nn(C(=O)C4CCC(C(C)(C)C)CC4)c3nc2c1 (centres undefined),0,0,1,-1,-3,4,-3,-1,5
CC(C)C[C@H]1CN([C@@H](Cc2ccccc2)CN2CCC[C@H]2CN2C(=O)C(=O)NC[C@@H]2Cc2ccc(O)cc2)C(=O)C(=O)N1CCc1ccccc1,0,.,0,5,-6,1,.,.,-9
Cc1cc(C)cc(NC(=O)CSc2nnc(-c3ccc(S(=O)(=O)N4CCCC4)cc3)o2)c1,0,-2,0,-10,6,11,1,-7,15
CC(C)(C)C(=O)c1no[n+]([O-])c1/C(=N/O)C(C)(C)C,-1,-5,-6,-14,3,5,2,0,-13
CN1CCN(CCCCOc2ccccc2C=O)CC1,0,7,-7,-3,0,1,-9,-13,-1
COc1ccc([C@H]2CC(=O)C=C(c3ccc4c(c3)sc3ccccc34)C2)cc1,1,-9,2,-8,14,4,8,-2,6
CC(=O)c1sc(Nc2ccc(Oc3ccccc3)cc2)nc1C,7,11,-5,-20,19,0,-17,-6,34*
CN(C)c1ccc(C2N(C(=O)N3CCOCC3)CCN2S(=O)(=O)c2ccccc2)cc1 (centres undefined),1,-1,-1,2,-5,6,7,-5,1
NS(=O)(=O)c1cccc(NC(=O)COC(=O)CC2Sc3ccccc3NC2=O)c1 (centres undefined),5,-4,0,-3,16,1,3,-1,-4
Cn1ncc([N+](=O)[O-])c1C(=O)Nc1ccccc1C#N,1,-14,1,0,-1,1,9,-3,3
CC(=O)c1c(C)[nH]c(C(=O)NC(C)c2ccccc2)c1C (centres undefined),5,-4,-1,-2,10,14,4,0,-2

Among those listed so far, two have a COOH group.
Compound,M4 ag,CHRM1 antagonist,CHRM5 agonist,CHRM5 PAM,CHRM5 antagonist,TAAR1 agonist,CHRM1 PAM,M1 ag,CHRM4 antagonist
O=C(O)CN1C(=O)Nc2ccc(Br)cc2C1c1ccccc1 (centres undefined),0,12,0,4,0,-2,-5,-2,2
CC1(C)CC(CC(=O)O)(c2ccccc2)CCO1 (centres undefined),1,-7,3,6,-4,1,6,1,2

Next entries.
Compound,M4 ag,CHRM1 antagonist,CHRM5 agonist,CHRM5 PAM,CHRM5 antagonist,TAAR1 agonist,CHRM1 PAM,M1 ag,CHRM4 antagonist
CN(C)S(=O)(=O)c1cccc(C(=O)NCC2CCCO2)c1 (centres undefined),0,-10,-3,7,-7,9,7,-4,-6
COc1ccc(C(=O)NCc2nnc(SCC(=O)N3CCC(C)CC3)o2)cc1,1,-2,-4,-4,11,10,2,-6,-16
CC(C)CN1CCC(=O)N([C@H](COc2ccccc2)c2ccccc2)CC1,3,9,-2,4,10,3,-6,-9,6
O=C(O)C1CC1(c1ccccc1)c1ccccc1 (centres undefined),0,-19,-4,3,10,4,10,-2,3
Cc1ccc(C(=O)NC2CC(C)(C)NC(C)(C)C2)cc1,0,-1,3,-2,4,4,1,1,5
N#C/C(=C\c1ccc(OCc2ccccc2)cc1)C(=O)Nc1nc2c(s1)CCN(Cc1ccccc1)C2,0,-13,-8,4,1,2,11,-2,1
CC(C)C[C@H]1CN=C(Nc2ccccc2)N1CC1CCCCC1,4,6,0,0,3,13,-3,-8,11
CC(C)C(=O)Nc1c(C(=O)c2ccc(F)cc2)oc2ccccc12,-1,-2,0,2,0,4,-4,-1,-1
Cc1cc2ccccc2n1CCNC(=O)C1CCCCC1,4,-3,0,1,-3,-1,-3,-7,-9
CC(C)C(=O)Nc1cccc(S(=O)(=O)c2cccc(NC(=O)C(C)C)c2)c1,9,3,6,-6,9,2,2,2,-4
CC(C)c1ccc(S(=O)(=O)c2ccc(NN)cc2)cc1,2,-9,-4,-6,10,0,-4,-8,-4
COc1ccc(-n2cnnc2SCC(=O)Nc2cc(S(=O)(=O)N3CCCCC3)ccc2C)cc1,0,-8,-3,-2,1,14,10,-8,-2
CO[C@@H]1CN(C)C(=O)c2ccc(NC(=O)C3CCCC3)cc2OC[C@@H](C)N(Cc2ccc(F)cc2)C[C@H]1C,11,.,-1,0,-5,3,.,.,-16
Cc1ccsc1C1C(C#N)=C(N)N(N(C)C)C2=C1C(=O)CCC2 (centres undefined),0,39*,-6,-4,5,1,-1,-5,-23

Source: PubChem

The list is partial (hit frequency here may not be typical).
